Growth percent in the NCI-60 one-dose screen (48 h, 10 µM unless noted): 100 = growth as untreated, 0 = no growth, -100 = all killed.
HT29 = HT29 colon cancer. 7.4% of 81,000 active. AID 1794748
NCI-H226 = NCI-H226 lung cancer. 3.5% of 79,000 active. AID 1794732
SW-620 = SW-620 colon cancer; 5.2% of 82,000 active
NCI-H460 = NCI-H460 lung cancer; 6.8% of 82,000 active; AID 1794736
NCI-H522 = NCI-H522 lung cancer | 8% of 78,000 active | AID 1794739
NCI-H322M = NCI-H322M lung cancer. 2.7% of 80,000 active. AID 1794733
HCT-15 = HCT-15 colon cancer. 5.2% of 82,000 active. AID 1794746
NCI-H23 = NCI-H23 lung cancer; 4% of 80,000 active
COLO 205 = COLO 205 colon cancer; 7.3% of 79,000 active
* hit, by the source's call; · = not tested or not shown; & = joins results of further samples. The calls were made as follows: active = growth percent below 10; inactive = the rest.

Second line of a record: HT29	NCI-H226	SW-620	NCI-H460	NCI-H522	NCI-H322M	HCT-15	NCI-H23	COLO 205
> O=C(CS(=O)(=O)c1ccccc1)c1cc2ccccc2oc1=O
  101	·	103	100	93	100	95	97	·
> Cn1cc(-c2ccc3c(c2)OCCO3)c(C(=O)NCc2ccc(Cl)cc2)n1
  104	·	99	97	93	·	104	104	114
> C=CCn1c(SC/C(=N/O)c2ccccc2)nnc1-c1cc(-c2ccc(S(C)(=O)=O)cc2)nc2ccccc12
  98	84	97	97	84	95	88	96	100
> CC(C)N1CC(C)(C)NC1=S
  112	114	109	113	112	109	104	99	108
> COc1cc(Nc2nc(C3CC3)cs2)cc(OC)c1OC
  104	·	100	78	88	108	51	93	86
> O=C(C(c1ccccc1)c1ccccc1)N1CCOCC1
  96	87	104	108	68	100	108	100	107
> Cc1cc(=O)[nH]c2c(C#N)cnn12
  104	96	92	104	89	101	107	102	114
> O=c1sc(N=Nc2ccccc2)c(S)n1-c1ccccc1
  104	93	98	99	83	91	84	93	118
> Fc1ccc(Nc2ccnc3[nH]c4ccc(Br)cc4c23)cc1Cl
  71	83	109	97	68	87	89	86	101
> O=C1Nc2ccc(Cl)cc2/C1=N/c1n[nH]c(=S)s1
  109	97	100	106	101	101	111	97	128
> c1ccc(-c2cn(-c3nc(N4CCOCC4)c4ccccc4n3)nn2)cc1
  88	86	95	95	75	96	88	94	96
> CCOC(=O)C1([N+](=O)[O-])CC(c2ccccc2)ON(c2ccccc2)C1c1ccc(OC)cc1 (stereo unspecified)
  68	81	84	86	·	92	79	75	103
> CSc1nnc(-c2cnn3c2NC(c2ccccc2)C3)n1-c1ccc(Cl)cc1 (stereo unspecified)
  85	92	96	102	82	69	91	96	113
> O=C(OCC(O)COC(=O)c1cccnc1)c1cccnc1
  96	121	111	103	102	111	112	97	121
> CN(C)CCC(c1ccccc1)c1ccccn1 (stereo unspecified)
  101	99	109	122	98	109	99	107	95
> COc1cc2c(cc1OC)-c1c(oc3c4c(ccc3c1=O)OC(C)(C)C=C4)CO2
  90	89	90	77	57	86	83	46	113
> Oc1cccc(-c2nc(-c3nn(CN4CCCCC4)c(=S)o3)cc3c2[nH]c2ccccc23)c1
  102	97	98	108	82	100	102	106	102
> COc1cc2nc(SCCC(=O)Nc3cc(OC)c(OC)c(OC)c3)n(-c3ccccc3)c(=O)c2cc1OC
  110	101	101	106	86	99	95	108	127
> COc1cc2cc3c(=O)n4c(cc5ccccc54)c(=O)n3c2cn1
  104	·	105	105	93	90	101	94	105
> CN(C)c1ccc2cc(-c3ccccc3F)c(N)nc2c1
  1.8*	59	30	16	-1.2*	55	37	21	·
> COc1cccc(Cc2cc(-c3ccccc3)nn(C/C(=N\O)c3ccccc3)c2=O)c1
  67	78	80	63	69	93	64	76	75
> CCCCCCCCCCCCOC1CCN(Cc2ccc(OC)c(OC)c2)c2ccc(OC)cc21 (stereo unspecified)
  74	103	115	111	80	93	100	93	113
> COc1ccc(-c2ccc(NC(=O)Nc3cccc(Cl)c3)c(C)n2)cc1OC
  75	92	98	84	60	86	61	89	93
> O=c1nc(NCc2cccc(Cl)c2)sc2ccccc12
  101	86	109	104	88	88	92	98	121
> CC(C)C(=O)OCCCc1ccccc1
  106	93	110	102	102	111	111	102	111
> CC(=O)OCC(=O)[C@@]1(O)CC[C@H]2[C@@H]3CC[C@@H]4C[C@H](O)CC[C@]4(C)[C@H]3C(=O)C[C@@]21C
  117	·	103	108	90	131	106	103	105
> O=C(O)CCC(=O)c1ccc(F)cc1
  106	89	101	105	92	107	105	107	95
> C=CCNc1ccccc1C
  116	106	114	96	86	79	102	86	127
> C[C@]12CC[C@@H]3c4cc([N+](=O)[O-])c(O)cc4CC[C@H]3[C@@H]1CC[C@@H]2NS(=O)(=O)c1cccc(C(F)(F)F)c1
  88	88	98	85	76	77	83	93	95
> O=C(NCCNc1nccc(Nc2ccc(S(=O)(=O)Nc3ccccn3)cc2)n1)c1cccs1
  99	94	103	112	79	100	112	106	117

Some of these compounds in order of length of the SMILES, rising.
Second line of a record: HT29	NCI-H226	SW-620	NCI-H460	NCI-H522	NCI-H322M	HCT-15	NCI-H23	COLO 205
> O=C(NCCNc1nccc(Nc2ccc(S(=O)(=O)Nc3ccccn3)cc2)n1)c1cccs1
  99	94	103	112	79	100	112	106	117
> Oc1cccc(-c2nc(-c3nn(CN4CCCCC4)c(=S)o3)cc3c2[nH]c2ccccc23)c1
  102	97	98	108	82	100	102	106	102
> C[C@]12CC[C@@H]3c4cc([N+](=O)[O-])c(O)cc4CC[C@H]3[C@@H]1CC[C@@H]2NS(=O)(=O)c1cccc(C(F)(F)F)c1
  88	88	98	85	76	77	83	93	95

(further entries)
Second line of a record: HT29	NCI-H226	SW-620	NCI-H460	NCI-H522	NCI-H322M	HCT-15	NCI-H23	COLO 205
> O=C1CCC2(CCC(=O)O2)O1
  105	115	108	104	·	103	105	111	109
> CC(C)(CC(=O)O)Cc1ccccc1
  116	105	105	119	100	103	82	113	98
> O=C(Nc1[nH]c(=O)ncc1F)c1ccc([N+](=O)[O-])cc1
  105	100	106	102	90	116	103	100	112
> COc1ccc(-c2cccc3c(=O)nc(N4CCOCC4)oc23)cc1
  89	85	99	106	87	97	97	86	103
> Cn1c(=O)c2c(nc(NC3=NS(=O)(=O)c4ccccc43)n2CC(=O)N2CCc3ccccc32)n(C)c1=O
  101	99	95	100	97	100	101	87	101
> CCOC(=O)C1CCCCC1
  100	97	94	103	90	101	100	109	105
> N#Cc1cnn(-c2cc(=O)[nH]c3ccc(Br)cc23)c1N
  113	·	97	103	96	106	101	93	·
> CC(C)[C@@H]1NC(=O)Nc2nc3ccccn3c2C1=O
  102	105	103	105	87	94	97	94	102
> CCCCOC(=O)C(N)Cc1c[nH]c2ccccc12 (stereo unspecified)
  99	85	98	108	92	103	101	106	91
> CCOC(=O)c1[nH]c(C)c(C(C)=O)c1C
  93	103	99	103	84	101	103	94	115
> CC(=O)c1ccc(Nc2nc(SCCC(C)C)nc(-c3ccccc3)c2C#N)cc1
  107	105	113	114	101	114	97	·	119
> CC(=O)Nc1ccc(N)c2cc(S(=O)(=O)O)c(S(=O)(=O)O)cc12
  106	101	98	111	110	107	117	97	·
> Cn1c([N+](=O)[O-])cnc1/C=C1\Oc2ccc(Cl)cc2C1=O
  -10*	-27*	-62*	-44*	-50*	11	-8.7*	-13*	-42*
> CC(C)(C)n1cc(-c2ccnc(NCCCNS(=O)(=O)c3ccc(O)cc3)c2)c(-c2cccc(O)c2)n1
  42	96	31	66	74	97	76	87	64
> O=C1CC(Cl)C(=O)N1c1ccccc1 (stereo unspecified)
  107&111	97&106	95&113	102&106	98&98	108&108	106&107	100&103	105&111
> COc1cc2cc3c(=O)n4c(cc5cc(OC)ncc54)c(=O)n3c2cn1
  111	·	105	107	99	97	106	101	114
> CCOC(=O)C1=C(Cn2cc(CO)nn2)N(C)C(=O)NC1c1ccccc1 (stereo unspecified)
  97	113	117	121	96	91	95	100	119
> CCOC(=O)CSc1ncnc2c1c(-c1ccccc1)cn2C1CCCCC1
  97	86	86	99	79	87	98	102	92
> O=C1S/C(=C\c2ccccn2)C(=O)N1Cc1cc2ccccc2nc1Cl
  124	102	108	108	101	104	109	99	118
> CC1=CC(=O)C=CC1=Nc1ccc(O)cc1
  107	98	92	113	84	106	115	91	122
> CCCCNC(=O)NC(=O)CS(=O)(=O)c1ccc(C)cc1
  110	128	102	109	110	131	110	99	114
> O/N=C\c1ccc(Cl)cc1
  101	109	108	105	100	106	102	100	121
> COc1ccc(N2CCN(Cc3cc(C(=O)/C=C/c4c[nH]c5ccccc45)ccc3O)CC2)cc1
  106	100	104	106	95	100	99	102	107
> COc1ccc(C(=O)Nc2ccc(Cl)cc2C(=O)Nc2ccncc2)cc1
  61	·	71	62	84	82	72	76	98
> NS(=O)(=O)c1ccc(-n2cc(CN3CCCC3)nn2)cc1
  97	100	106	108	91	110	104	107	111
> OCc1c(-c2ccccc2)nc2n1CCS2
  107	109	97	108	89	107	109	104	102
> CC(=Nc1ccccc1)Nc1ccccc1
  106	99	110	106	113	105	110	107	113
> CO[C@H]1CN(C(=O)OC(C)(C)C)CC[C@@H](c2ccccc2)OC(=O)C[C@@]2(O)O[C@H]([C@@H](O)[C@H](O)[C@H]2O)[C@@H](O)/C=C/[C@H]1OC
  106	109	106	116	97	100	107	94	114
> O=C1N(C[P+](c2ccccc2)(c2ccccc2)c2ccccc2)CCCN1C[P+](c1ccccc1)(c1ccccc1)c1ccccc1
  102	102	109	107	108	106	110	109	·
> Cc1noc(NS(=O)(=O)c2ccc(N=Nc3ccc(N)nc3N)cc2)c1C
  117	94	104	104	100	·	103	·	116

Limited to NCI-H23, for some of the entries so far:
| structure | NCI-H23 |
| --- | --- |
| CC(C)C(=O)OCCCc1ccccc1 | 102 |
| COc1cccc(Cc2cc(-c3ccccc3)nn(C/C(=N\O)c3ccccc3)c2=O)c1 | 76 |

Following part.
Second line of a record: HT29	NCI-H226	SW-620	NCI-H460	NCI-H522	NCI-H322M	HCT-15	NCI-H23	COLO 205
> Cc1ccc(S(=O)(=O)NNC(=O)C23CCC(CC2)C3)cc1
  107	97	108	111	87	105	107	98	104
> C[C@@H]1CN(C=O)[C@@H](C)CN1C(=S)Nc1ccccc1
  94	102	109	115	78	92	103	109	103
> CCCCOc1ccc(NC(=O)n2nc(N=NN(CC)CC)c3ccc(Cl)cc32)cc1
  86	84	101	97	77	83	94	100	103
> CCOC(=O)C(Cc1ccccc1)n1c(O)c(C=Nc2ccc(C(=O)OCCN(CC)CC)cc2)sc1=O (stereo unspecified)
  62	97	98	99	86	94	89	102	96
> O=C1/C(=C2\SC(=S)N(C3CC3)C2=O)SC(=S)N1C1CC1
  107	95	98	103	92	96	101	97	117
> Cc1ccc2nc(-c3ccc(-c4n[nH]c(=S)o4)cc3)[nH]c2c1
  102	94	98	100	88	103	90	99	114
> Nc1ccc(Br)cc1[N+](=O)[O-]
  91	100	93	101	77	118	95	99	104
> CC(=O)OCCCC(CCC(CCC1CCCO1)OC(C)=O)OC(C)=O (stereo unspecified)
  94	100	107	106	·	95	104	105	109
> COc1ccc(/C=C/c2c(C(=O)/C=C/c3cccs3)c(C)nc3ccccc23)cc1
  78	76	82	84	63	90	60	67	78
> O=C1/C(=C/c2cn(-c3ccccc3)nc2-c2ccccc2)SC(=S)N1C1CCCCC1
  111	92	96	103	91	105	109	96	117
> CC(=O)OCCCC[n+]1ccc(SCC(=O)n2ccc3ccccc32)c2ccccc21
  106	97	101	100	95	94	103	90	107
> C[C@H](CCC(=O)O)[C@H]1CCC2C3C(=O)CC4CC(=O)CC[C@]4(C)C3CC(=O)[C@@]21C (stereo partly specified)
  97	97	108	115	92	101	105	108	101
> O=C(c1cc2ccccc2o1)c1nn(-c2ccccc2)c2nc3nccc(-c4cc5c(ccc6ccccc65)oc4=O)c3c(=O)n12
  84	79	101	93	46	89	106	88	·
> CCC(C)C(NC(=O)CCN1C(=O)/C(=C/C(C)=C/c2ccccc2)SC1=S)C(=O)O (stereo unspecified)
  124	122	116	118	92	108	110	106	123
> Cc1sc2nc3nc(CC(=O)Nc4ccc(Cl)cc4)[nH]n3c(=O)c2c1C
  95	86	105	106	96	95	101	108	130
> CCOc1nc(-c2ccccc2)cc2c(O)c(C(=O)N/N=C/c3ccccc3O)[nH]c(=O)c12
  110	106	75	107	82	107	94	63	105
> COc1cccc2c(=O)c3c(sc12)c(N1CCN(C(=O)OC(C)(C)C)CC1)nc1ccccc13
  97	·	90	100	88	86	95	94	·
> CC(C)(C)C(=O)/C=C/c1ccc([N+](=O)[O-])cc1
  50	70	20	98	40	103	42	86	83
> CC(C)(C)c1ccc(C(C)(C)C)s1
  106	100	102	110	93	104	97	100	108
> CCCCCCCCCCCCCCCC(=O)N(CCC#N)c1ccc(N(CCC#N)C(=O)CCCCCCCCCCCCCCC)cc1
  104	105	108	108	100	100	109	107	116
> Cc1nc(-c2cccc(-c3nc4ccccc4n3Cc3ccc(Cl)cc3)c2)no1
  90	86	96	93	72	102	104	97	110
> CC(C)CNCCOC(=O)c1ccc([N+](=O)[O-])cc1Cl
  78	94	101	107	56	100	115	99	·
> Nc1nc(N)c2[nH]c(N=Nc3ccc(N(CCO)CCO)cc3)nc2n1
  103	102	104	105	97	106	103	97	110
> CCCc1nn(-c2ccccc2)c2c1C(c1cc3c(cc1Br)OCO3)C(C#N)=C(N)O2 (stereo unspecified)
  116	98	104	103	99	101	102	103	118
> CN(C)C1CN(C(=O)c2cc(-c3ccc4ncnc(N5CCc6cc(F)c(Cl)cc65)c4c3)cnc2N)C1
  15	31	19	13	16	5.7*	7.2*	24	20
> O=C1C(Br)=C(Br)C(=O)c2c1nc1n2CCCC1
  106	104	94	64	103	76	100	94	81
> CCOC(=O)CCOCCC(=O)OCC
  94	99	99	103	87	103	94	114	107
> O=C(Nc1ccc(C(=O)N2N=C(c3ccccc3)CC2=O)cc1)c1ccccn1
  119	98	98	105	97	100	98	99	114
> Cc1ccc2c(-c3nnc(N)o3)cc(=O)oc2c1C
  112	104	95	98	98	94	60	100	119
> C=CC(=O)Nc1cccc(-c2nc(SC)nc(NCC(C)C)c2C#N)c1
  83	63	102	99	64	84	78	88	107

Record cards, as listed above. Order of values: HT29	NCI-H226	SW-620	NCI-H460	NCI-H522	NCI-H322M	HCT-15	NCI-H23	COLO 205
Entry for CC(C)CNCCOC(=O)c1ccc([N+](=O)[O-])cc1Cl → 78	94	101	107	56	100	115	99	·
Entry for Cc1ccc2c(-c3nnc(N)o3)cc(=O)oc2c1C → 112	104	95	98	98	94	60	100	119

Rows are unselected; any-hit rate near 12%.
